# Compound activity from PubChem BioAssay.
# DAX1 inh-1: DAX1 (NR0B1) inhibitors on StAR promoter, primary screen, cell-based, luminescence, SF-1 (NR5A1), full-length DAX-1. inhibition, % at 6.8 µM. hit rate 1.1% among 370,000. HEK293T StAR-luciferase reporter, SF-1/DAX-1 repression relief. AID 652010, 2013;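 active = inhibition above the mean over all tested compounds plus 3 SD, cut at about 3.6% in these data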;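 also: 0% = DAX-1 cells with DMSO and 100% = cells lacking DAX-1 with DMSO; higher inhibition means more luminescence from relief of DAX-1 repression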
# FXN GAA850 act: FXN promoter activators, primary screen, cell-based, luciferase luminescence, HEK293 lucGAA850; HEK293 lucGAA850 FXN promoter luciferase reporter, 24 h; percent of 10 µM SAHA response; activation, % at 6 µM; hit rate 0.56% among 360,000;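 active = activation above the average of all compounds screened plus 3 SD, cutoff fixed separately per campaign, cut at about 7.5% in these data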;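 also: 0% = DMSO wells and 100% = 10 µM SAHA wells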
# sPLA2-III inh: human group III sPLA2 inhibitors, primary screen, biochemical, QFRET, BODIPY PC-A2 liposome substrate | AID 743126, 2013 | hit rate 0.56% among 370,000 | inhibition, % at 12.2 µM | QFRET BODIPY PC-A2 liposome hydrolysis, fluorescence | Group 3 secretory phospholipase A2 (Homo sapiens), Q9NZ20;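 active = inhibition above mean plus 3 SD of compounds lying within the high and low control bounds, cut at about 19% in these data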;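 also: 0% = median of test compound wells and 100% = no enzyme DMSO wells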
# SMARCA2 activ: SMARCA2 (BRM) function activators, primary screen, cell-based, luminescence, high throughput. AID 652017, 2013. MG213 cells, MMTV-luciferase reporter, dexamethasone, overnight. hit rate 1% among 370,000. activation, % at 9.1 µM; in the data active = activation above about 7.8%;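 also: 0% = vehicle wells and 100% = reference activator wells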
# ssDAF-12 act: S. stercoralis DAF-12 nuclear receptor activators, primary screen, cell-based, luminescence, HEK293, GRIP1 co-expression, lit1-tk-luc; HEK293 ssDAF-12/GRIP1 lit1-tk-luc reporter; % of 3 µM dafachronic acid response; AID 652126, 2013; hit rate 1% among 370,000; Nuclear hormone receptor DAF-12 (Strongyloides stercoralis); activation, % at 6.8 µM;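 active = activation above the mean over all tested compounds plus 3 SD, cut at about 0.9% in these data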;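 also: 0% = DMSO-only wells and 100% = 3 µM delta7-dafachronic acid wells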
# GC-A act: GC-A stimulated cGMP production enhancers – HEK293 GC-A cells, cGMP TR-FRET, EC30 ANP, primary screen; Atrial natriuretic peptide receptor 1 (Homo sapiens), P16066; activation, % at 10 µM; AID 1671463, 2021; 0% at EC30 ANP, 100% saturating ANP; hit rate 0.14% among 370,000; in the data active = activation above about 40%
# hcDAF-12 act: H. contortus DAF-12 nuclear receptor activators, primary screen, cell-based, luminescence, HEK293, lit1-tk-luc reporter; HEK293 hcDAF-12 lit1-tk-luc reporter; 0% DMSO, 100% Δ7-dafachronic acid; activation, % at 6.8 µM; AID 652067, 2013; hit rate 1.4% among 370,000;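 active = activation above the mean of all tested compounds plus 3 SD, cut at about 5.5% in these data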;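 also: 100% = response to 3 µM Δ7-dafachronic acid high control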
# hgDAF-12 ag: H. glycines DAF-12 receptor agonists, primary screen, cell-based, luminescence, HEK293, GAL4 fusion, UAS-luciferase; AID 687014, 2013; Nuclear hormone receptor DAF-12 (Heterodera glycines), GAL4 fusion; HEK293 GAL4-hgDAF12 UAS-luciferase reporter, agonist luminescence; normalized to butyrate control; activation, % at 6.8 µM; hit rate 1.8% among 370,000;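 active = activation above a cutoff set at the mean of all screened compounds plus 3 SD, cut at about 10% in these data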;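 also: 0% = DMSO wells and 100% = sodium butyrate wells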
# GC-B act: human GC-B receptor activators, primary screen, HEK293 GC-B cells, cGMP TR-FRET, EC30 CNP. Atrial natriuretic peptide receptor 2 (Homo sapiens), P20594. 0% at EC30 CNP, 100% saturating CNP. activation, % at 10 µM. hit rate 0.11% among 370,000. AID 1920062, 2024;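 active = activation at 10 µM reaching about 35% in either raw or pattern-adjusted values, limit read from the data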
# DAX1 inh-2: DAX1 (NR0B1) inhibitors, primary screen, cell-based, HEK293, Gal4-DAX1, luciferase luminescence; hit rate 0.99% among 340,000; inhibition, % at 6.75 µM; AID 504766, 2011; Nuclear receptor subfamily 0 group B member 1 (Homo sapiens), P51843; HEK293 Gal4-DAX1 luciferase reporter;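 active = inhibition above the mean over all tested compounds plus 3 SD, cut at about 4.2% in these data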;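 also: 0% = DAX1-transfected cells with DMSO and 100% = empty-vector control cells with DMSO; inhibition shows as a rise in luminescence from relieved DAX1 repression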
# Target sequence (P51843 207-470 limits assumed): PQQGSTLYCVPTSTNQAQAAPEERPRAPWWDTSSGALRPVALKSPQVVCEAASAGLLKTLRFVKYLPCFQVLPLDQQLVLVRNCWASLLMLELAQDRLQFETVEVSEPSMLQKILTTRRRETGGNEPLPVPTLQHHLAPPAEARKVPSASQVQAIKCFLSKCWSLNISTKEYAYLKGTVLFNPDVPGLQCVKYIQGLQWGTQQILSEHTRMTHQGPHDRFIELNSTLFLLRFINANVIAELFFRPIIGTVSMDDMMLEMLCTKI
# ADAM10 inh: human ADAM10 inhibitors, primary screen, biochemical, QFRET, HTS | recombinant ADAM10, EDANS/DABCYL FRET peptide cleavage, 3 h | inhibition, % at 7 µM | hit rate 0.62% among 370,000;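 active = inhibition above a per-campaign cutoff equal to the mean of compounds falling between control-based bounds plus 3 SD, cut at about 20% in these data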;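 also: 0% = DMSO wells while the 100% control is not disclosed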
# Target sequence (O14672 214-748 limits assumed): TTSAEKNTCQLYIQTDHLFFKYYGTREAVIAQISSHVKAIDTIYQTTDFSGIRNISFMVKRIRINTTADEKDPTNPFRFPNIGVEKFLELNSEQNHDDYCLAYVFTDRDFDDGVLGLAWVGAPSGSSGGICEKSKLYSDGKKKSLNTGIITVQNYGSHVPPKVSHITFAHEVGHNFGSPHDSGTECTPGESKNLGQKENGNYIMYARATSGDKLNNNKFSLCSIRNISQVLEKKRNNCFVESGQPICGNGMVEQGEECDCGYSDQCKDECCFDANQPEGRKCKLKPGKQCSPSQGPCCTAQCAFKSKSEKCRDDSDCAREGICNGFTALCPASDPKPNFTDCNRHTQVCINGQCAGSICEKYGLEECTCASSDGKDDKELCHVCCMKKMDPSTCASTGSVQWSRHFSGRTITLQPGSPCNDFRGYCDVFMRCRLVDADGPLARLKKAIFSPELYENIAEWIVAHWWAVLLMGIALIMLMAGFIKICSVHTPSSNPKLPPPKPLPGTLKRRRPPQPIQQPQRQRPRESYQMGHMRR
# Starred values were filed as active, the others as inactive; x = not tested or not shown.
# Every second line gives: DAX1 inh-1, FXN GAA850 act, sPLA2-III inh, SMARCA2 activ, ssDAF-12 act, GC-A act, hcDAF-12 act, hgDAF-12 ag, GC-B act, DAX1 inh-2, ADAM10 inh
COc1ccc(OC)c(S(=O)(=O)NC2CC(=O)N(c3ccc(C)c(C)c3)C2)c1 (centres undefined)
→ 2.1, -0.4, -10, -2, -1.1, -1, 0.3, -1.4, -1, -0.5, -4
CC1CCCC(C)N1C(=O)c1cc(-c2cccs2)on1 (centres undefined)
→ 1.3, 5.1, 4, 0, -0.7, 3, 0.2, 0.8, 3, 1.5, -4
O=C(NCc1nnc(SCC(=O)N2CCCc3ccccc32)o1)c1ccco1
→ -0.6, -1.1, 4, 1, -0.9, 4, -2.8, 1.9, 2, 2.4, -5
COc1ccc(C)cc1NC(=O)C1CCN(C(=O)C2CC(=O)N(c3ccc(C)cc3)C2)CC1 (centres undefined)
→ -0.2, 3.6, -7, 0, -0.8, 2, -0.7, -1.2, -3, -1.4, -6
N=C1/C(=C/c2cccn2Cc2ccc(F)cc2)C(=O)N=C2SC=CN12
→ -1.2, -1.7, -18, -3, -1.8, 7, -2.1, -0.3, 0, -1.2, -16
CC(C)CN1CCNC(=O)C1CC(=O)NCc1cnn(-c2cccc(F)c2)c1 (centres undefined)
→ -0.1, 1.7, -1, 0, -1.3, -1, 0.2, 3.3, 2, 1.6, -19
O=C(Nc1ccccc1C(F)(F)F)c1cnccn1
→ -0.4, 1.4, 2, 2, -0.9, -2, -0.1, -0.4, -1, 0.8, -4
CC1(C)CC(=O)c2sc(NS(=O)(=O)c3ccc([N+](=O)[O-])cc3)nc2C1
→ 0.3, 0.1, -15, -2, -0.4, -3, 3.5, -2.5, 0, 0.0, 8
O=C(O)CNc1nc(-c2ccccc2)nc2c1oc1ccccc12
→ -0.7, 0.8, -4, -3, -0.2, -3, 3.6, 4.0, -4, 2.0, 0
COC(=O)C1=C(C(=O)OC)[C@@H]2Nc3ccccc3[C@@]23C[C@@H](C(=O)OC)N(C(=O)CC(C)C)C3=N1
→ -0.2, 0.2, 4, -1, -1.2, -4, -2.0, -0.1, 0, 0.4, -12
CC(=O)Nc1ccc(CN(C)c2c(C)nc3ccc(C(=O)N4CCN(c5ccccc5)CC4)cn23)cc1
→ -1.1, -0.5, -7, 0, -1.9, -4, -1.4, -1.9, -6, x, -6
CC1(C)Cc2c(cnn2-c2ccccc2)C(NC(=O)CCN2CCCCO2)C1 (centres undefined)
→ 0.7, -0.2, -1, -1, -1.0, 4, -1.4, -0.3, 1, 1.4, -2
O=C(O)c1ccc(-c2ccccn2)s1
→ 0.9, 2.2, 5, 3, -1.1, -1, 2.1, 2.1, 0, 1.4, -11
COc1ccc(C(=O)NC(C)c2nnc(SCc3ccc(Cl)c(Cl)c3)n2C)cc1 (centres undefined)
→ -0.7, -1.2, -5, -2, -1.0, -19, -1.5, -2.3, -13, 0.2, -1
O=C(C1=NN[C@@H]2C(=O)N(c3cccc(F)c3)C(=O)[C@H]12)c1cnccn1
→ 0.1, -0.3, -1, 3, -0.6, -4, -1.1, -3.9, -1, x, -6
CC1(c2ccccc2)NC(=O)N(CC(=O)NNC(=O)c2ccccc2)C1=O (centres undefined)
→ 0.8, 0.0, -5, 0, -1.0, 3, 0.9, 0.0, -2, 0.3, -2
COc1ccc(CCNC(=O)COc2cc(C)cc3oc(=O)cc(C)c23)cc1
→ 0.0, 1.6, 7, -1, -1.1, -24, 0.2, -1.5, -14, 0.5, -11
Cc1ccc(C)c2[nH]c(=O)c(CN(Cc3ccco3)S(=O)(=O)c3ccc4c(c3)OCCO4)cc12
→ -0.9, -1.5, -2, -1, -1.2, 0, -2.5, -0.6, 10, 0.1, -10
N#Cc1cnn(-c2nc3sc4c(c3c(=O)[nH]2)CCCC4)c1N
→ 0.2, 1.7, 3, -3, -1.1, -2, -0.8, 0.2, -4, -0.9, -7
Cc1ccnc(NC(=O)c2ccc(OCc3c(C)noc3C)cc2)c1
→ 4.2*, 1.6, 8, 6, -0.5, 5, 0.1, 14*, -5, 0.6, -8
CC(C)N(C(=O)Cn1c(-c2cccnc2)ccc(C#N)c1=O)C(C)C
→ 0.1, 1.0, -2, 1, -0.9, 2, -1.2, 0.6, 7, 1.7, 4
CCCCC(O)(c1ccc(F)cc1)C(CN1CCOCC1)c1ccc(Cl)cc1 (centres undefined)
→ -0.3, 0.1, -3, -1, -1.4, -60, 0.8, 1.0, -13, 0.0, 8
Cn1c(=O)[nH]c(=O)c2c1nc(Sc1ncccn1)n2CCCc1ccccc1
→ -0.2, 1.9, 5, 3, -0.6, 1, -1.5, -1.5, 2, 0.0, -6
Nn1c(SCCOc2ccccc2)nnc1-c1cccnc1
→ -0.3, 0.8, 11, -4, -0.9, 1, 1.4, 1.7, -1, 0.3, 3
O=C(/C=C/c1ccc2c(c1)OCCO2)c1ccccc1
→ 0.6, 5.5, -3, 17*, -0.5, 4, 3.6, 11*, 1, x, 1
CCOC(=O)C1CCCCN1Cc1cccc(F)c1 (centres undefined)
→ 0.2, 1.1, -3, 8.8*, -1.1, 1, 0.1, -0.6, 6, 2.4, -2
O=C(Cc1cccs1)NCC1CCCO1 (centres undefined)
→ -1.5, -8.5, 0, -6, -2.5, 3, -4.2, -3.3, -1, -0.5, -9
CC1=C(C(=O)Nc2cccc(C(=O)NCc3ccc(F)cc3)c2)SCCO1
→ -0.8, 2.5, 5, 7, -0.8, 5, -0.4, -2.3, 1, -0.4, 10
O=C(CN(C(=O)CNS(=O)(=O)c1ccc(F)cc1)c1ccccc1F)NCc1ccco1
→ 0.2, 0.6, -9, -3, -1.3, 1, 0.1, -0.8, -2, 0.3, 1
Cc1ccc(OCc2cc(C(=O)N3CC4C[C@@H]5CC3C[C@H](C4)C5)no2)cc1C
→ 5.2*, 9.0*, 5, 5, 0.1, 2, 4.8, 11*, -4, 1.9, -5
CCC(C)NC(=O)c1cn(CC)c2ccc(S(=O)(=O)N3CCCCCC3)cc2c1=O (centres undefined)
→ 0.1, 3.5, 1, -1, -1.0, 0, -1.7, 0.6, 4, 1.2, -1
Cc1cc(C)c(N2CCN(S(=O)(=O)N3CCCCCC3)CC2)c(C)c1
→ -0.8, 1.3, -6, -2, -1.3, 0, -1.1, -1.7, 0, 0.8, 4
CC1=CCC2C(=O)N(c3ccc4ccccc4n3)C(=O)C2C1 (centres undefined)
→ -0.7, 0.2, -1, 3, -0.7, 12, 2.1, 4.0, -7, -0.6, -17
COc1ccc([C@H]2N[C@]3(CCCN(Cc4ccc(Cl)cc4)C3=O)[C@H]3C(=O)N(Cc4ccccc4)C(=O)[C@@H]23)cc1
→ -1.3, -8.6, -26, -3, -1.1, 4, -0.8, -0.2, 1, -0.6, 11
COc1ccc(Br)cc1/C=N/NC(=O)c1cccnc1
→ 0.1, 1.0, -1, -1, -1.3, -3, -2.4, 0.5, -5, 1.4, -8
C[C@H]1CN=C(N(C)C)N1CCCC1CCCCC1
→ -0.8, 0.1, -4, -2, -1.0, 0, -1.7, -1.5, -3, -0.3, -7
O=C(NCCCNC(=O)c1cnccn1)c1cccc(Cl)c1
→ -0.1, 1.8, 10, -4, -1.0, -3, -1.4, -1.8, 5, 0.1, -9
O=C(COC(=O)C1CC1)Nc1ncc(C(F)(F)F)cc1Cl
→ 0.0, -1.8, 1, -1, -1.0, 4, -2.1, 1.3, 0, -1.8, -7
C=CCN=C1NC(c2ccc(C(F)(F)F)cc2)C(C(=O)OC)=C(C)N1Cc1ccccc1C(F)(F)F (centres undefined)
→ 1.1, x, 6, -2, -0.7, -8, 1.3, 3.2, -25, x, -7
C=C(C)c1cccc(C(C)(C)NC(=O)N(Cc2ccccc2)Cc2ccco2)c1
→ -0.9, 0.5, -9, -2, -1.2, -5, 0.8, -1.2, -16, 1.9, -3
COc1cccc(-n2c(N)cc(=O)nc2SCC(=O)N2CCN(c3ccccc3)CC2)c1
→ 1.3, -1.2, 7, -2, -0.7, 2, -0.9, -0.5, 8, 0.5, 7
C[C@@H]1CN([C@H](C)CO)C(=O)c2cccc(NS(=O)(=O)c3ccccc3)c2O[C@H]1CN(C)C
→ -0.1, -0.1, 4, 0, -0.1, 3, -0.4, 0.0, 4, -1.3, -14
COc1ccc(C(=O)N(CN2CCCC2=O)c2cc(C)on2)cc1OC
→ 0.3, -2.1, -3, -1, -1.6, -3, 0.2, 2.0, 1, 1.5, -4
O=C(NC1CCCCC1)C(c1ccncc1)N(C(=O)Cn1nnc(-c2cccs2)n1)C1CCCC1 (centres undefined)
→ -0.3, 0.2, -9, 1, -0.8, 5, 1.0, 1.1, 3, -1.2, 2
CS(=O)(=O)c1ccc(NCCc2ccc(S(N)(=O)=O)cc2)c([N+](=O)[O-])c1
→ -0.3, -3.3, 5, -3, -1.1, 2, 1.2, -2.4, 3, 2.0, -3
Cc1ccc(C)c(S(=O)(=O)Nc2ccc3oc(C)c(C(=O)O)c3c2)c1
→ 0.3, -1.3, -15, -3, -0.7, 3, 0.8, 2.3, 5, 0.0, -4
Cc1nc([N+](=O)[O-])c(Br)n1CC(=O)c1ccc(Br)cc1
→ -1.1, 0.3, -5, -6, -1.2, -3, -1.7, 1.1, 4, -1.6, 5
CC1CC(C)CN(C(=O)CN2C(=O)NC3(CCCCCCC3)C2=O)C1 (centres undefined)
→ 0.1, 2.1, 4, -3, -1.5, 1, 0.2, 0.3, 7, -0.8, 1
CC(C)CNc1nnnc2c1sc1nc(N3CCOCC3)c3c(c12)CC(C)(C)SC3
→ -1.0, 2.2, 8, -2, -1.5, 52*, -2.7, -2.8, 40*, -0.5, -16
CC(C(=O)OCC(=O)Nc1ccc(S(N)(=O)=O)cc1)N1C(=O)c2ccccc2C1=O (centres undefined)
→ 2.3, 1.1, 4, -4, -1.8, 1, -0.3, 1.7, 1, 0.6, -13
O=C(CN1CCOCC1)Nc1ccccc1-c1ccccc1
→ -1.0, -1.7, 14, -4, -0.7, 0, -2.3, -1.6, -3, 2.9, -2
C=CCc1cccc2cc(C(=O)OCC(=O)c3ccccc3)c(=O)oc12
→ 0.1, -1.7, -6, 0, -1.4, 1, 0.5, -2.9, 0, -0.6, -7
OCC[C@H]1C[C@@H](O)[C@H](O)[C@]2(CCc3ccccc3CO2)O1
→ 0.1, -1.0, 8, 1, -1.2, 2, -0.6, -0.6, 2, 0.5, 3
